RXFP1 agonist: RXFP1 (human) receptor agonism; Q9HBX9; HEK293T-RXFP1 cAMP TR-FRET, 30 min; response scale: percent of porcine relaxin response, buffer zero; Potency, µM (top dose mostly 57.5 µM), without a hit: at the top dose activation, actives largely listed as activators; 370,000 tested, 0.3% active; AID 2676; note: potency is the fitted concentration of half-maximal effect; % is set by controls: 0 for no effect and ±100 for the full control effect; nearly all actives have a fitted effect of over 60% in size; many of its hits are not listed in these tables
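HEK293T cells stably expressing RXFP1 were pretreated with the PDE4 inhibitor Ro 20174, exposed to compounds for 30 min at 37C, lysed, and cAMP was read by TR-FRET. Data normalized to buffer (basal) and 29 nM porcine relaxin (100%).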
USP1-UAF1 inh: blocks the human USP1/UAF1 deubiquitinase complex | O94782 | recombinant USP1/UAF1, Ub-Rhodamine cleavage fluorescence | Potency, µM (doses to about 57.1 µM), inactives show at the top dose activity change, negative = inhibition, actives largely listed as inhibitors | 390,000 tested, 0.23% active | AID 743255; note: potency is the fitted concentration of half-maximal effect; % is set by controls: 0 for no effect and ±100 for the full control effect; nearly all actives have a fitted effect of over 60% in size; inactives centre near -12
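In this screen, compounds sit with the deubiquitinase complex (1nM) for 15 min at room temperature before Ub-Rho is added at 150nM final. Fluorescence rise is then followed for 6 reads every 60 seconds.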
TrxR1 substrate: rat thioredoxin reductase 1 substrate activity; purified TrxR1 substrate turnover, NADPH consumption readout; AID 588456; Potency, µM (top dose mostly 114 µM), for the others: at the top dose activity change, negative = substrate turnover; 390,000 tested, 0.01% active; note: potency is the fitted concentration of half-maximal effect; % is set by controls: 0 for no effect and ±100 for the full control effect; nearly all actives have a fitted effect of over 50% in size
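Rat TrxR1, dispensed at 90 nM, was prereduced with 400 uM NADPH (final) for 5 min at ~22 deg C, then incubated with compound 15 min before 400 uM selenite. A first-read NADPH fluorescence drop versus no-compound background flagged substrates.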
Vif-A3G inh: blocks the Vif interaction with human APOBEC3G | Q9HC16 | HeLa A3G-eYFP + Vif (tagged APOBEC3G with the HIV-1 protein that degrades it), YFP fluorescence, overnight | Potency, µM (top dose mostly 46.1 µM), without a hit: at the top dose activity, negative = active, hits mostly inhibitors | 410,000 tested, 0.076% active;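 note: potency is the fitted concentration of half-maximal effect; % is set by controls: 0 for no effect and ±100 for the full control effect; nearly all actives have a fitted effect of over 60% in size; hits raise eYFP signal because A3G escapes Vif-driven loss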
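Read-out is eYFP fluorescence (Ex 488/Em 500-530) from Vif-expressing HeLa A3G-eYFP cells; more signal means A3G escaped Vif-mediated degradation. Cells plated overnight, compound pinned in, incubated overnight at 37 deg C.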
mIDH1 inhibitor: inhibitors of human mutant IDH1 R132H | O75874 | AID 602179 | IDH1-R132H enzyme, NADPH consumption, diaphorase/resazurin fluorescence | Potency, µM (highest dose often 76.6 µM), for the others: at the top dose activity change, negative = inhibition, actives largely listed as inhibitors | 390,000 tested, 0.093% active; note: potency is the fitted concentration of half-maximal effect; % is set by controls: 0 for no effect and ±100 for the full control effect; nearly all actives have a fitted effect of over 65% in size
Target sequence (O75874 whole entry R132H, stated change not applied): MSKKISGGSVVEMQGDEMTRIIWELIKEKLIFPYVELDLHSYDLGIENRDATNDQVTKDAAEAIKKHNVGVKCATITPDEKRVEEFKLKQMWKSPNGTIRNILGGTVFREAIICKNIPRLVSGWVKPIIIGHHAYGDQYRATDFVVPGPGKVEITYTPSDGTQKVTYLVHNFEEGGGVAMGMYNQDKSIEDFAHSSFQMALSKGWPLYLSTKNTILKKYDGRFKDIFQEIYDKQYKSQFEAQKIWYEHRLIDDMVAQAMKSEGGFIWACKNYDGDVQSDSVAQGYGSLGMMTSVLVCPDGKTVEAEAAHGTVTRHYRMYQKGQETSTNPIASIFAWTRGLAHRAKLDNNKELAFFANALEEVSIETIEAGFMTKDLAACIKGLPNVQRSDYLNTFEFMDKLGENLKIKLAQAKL
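IDH1-R132H (0.5 ug/mL dispensed) in pH 7.5 Tris buffer was preincubated 30 min with compound, then given a substrate mix of 0.016 mM NADPH and 2 mM alpha-KG for 80 min at room temperature; remaining NADPH was read by diaphorase/resazurin fluorescence.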
PI4K2A block: PI4K2A (human) kinase inhibition | activity change, negative = inhibition, % at 76.9 µM | Q9BTU6 | 420,000 tested, 0.13% active | AID 1346378 | purified PI4K2A, ADP-Glo luminescence, 1 h; active compounds read low; in the data active = activity change below about -50%; inconclusive = mostly about -30% to -49%;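 note: -100% = wells without enzyme as full effect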
Target sequence (Q9BTU6 whole entry, looked up): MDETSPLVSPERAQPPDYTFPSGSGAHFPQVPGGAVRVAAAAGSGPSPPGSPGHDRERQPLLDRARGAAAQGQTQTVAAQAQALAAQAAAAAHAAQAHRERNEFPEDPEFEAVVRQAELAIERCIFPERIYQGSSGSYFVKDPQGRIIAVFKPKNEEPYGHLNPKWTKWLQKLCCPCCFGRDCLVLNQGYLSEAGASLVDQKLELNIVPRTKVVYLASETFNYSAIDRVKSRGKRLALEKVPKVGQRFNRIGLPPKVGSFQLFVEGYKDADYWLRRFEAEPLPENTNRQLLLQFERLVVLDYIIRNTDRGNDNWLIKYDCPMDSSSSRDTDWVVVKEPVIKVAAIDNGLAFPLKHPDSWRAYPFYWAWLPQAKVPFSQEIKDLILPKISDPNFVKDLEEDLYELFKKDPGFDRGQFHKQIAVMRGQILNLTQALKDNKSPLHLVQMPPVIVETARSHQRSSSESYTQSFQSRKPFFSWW
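PI4K2A activity was measured by ADP-Glo luminescence: enzyme (4 ug/mL stock) and phosphatidylinositol (1.2 mM stock) in Tris pH 7.5/MgCl2/EGTA/Triton X-100 buffer were reacted with ATP (300 microM stock) for one hour at ambient temperature.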
LDHA inh: LDHA (human) enzyme inhibition; P00338; purified LDHA, NADH/diaphorase-resazurin fluorescence; active compounds read low; activity change, % (values are at about 110 or 230 µM); 480,000 tested, 0.15% active; AID 1347041; in the data active = activity change below about -30%; inconclusive = mostly about -25% to -30%;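 note: plate controls were DMSO wells for no effect and wells without enzyme for full effect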
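Human LDH5 (2 nM) was incubated with 0.06 mM NADH and 0.2 mM pyruvate for 5 min at room temperature in Tris pH 7.4. Remaining NADH was coupled through diaphorase/resazurin, and resorufin fluorescence was read at 0 and 20 min.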
Glioma ERSR ind: inducers of ER stress response in human glioma cells; U87-MG GRP78 promoter luciferase reporter, 16 h; Potency, µM, for the others: at the highest dose activation, most hits filed as activators; 420,000 tested, 0.02% active; AID 602332; note: potency is the fitted concentration of half-maximal effect; series mostly up to about 76 µM; % of control where 0% means no effect; nearly all actives have a fitted effect of over 35% in size
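Stably transfected U87-MG human glioma cells carrying a GRP78-based luminescent sensor were seeded at 1000 cells/well, pin-dosed with compounds and incubated 16 h. Luciferase reagent was then added, and end-point luminescence was read after 10 min at room temperature.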
Vif-APOBEC3F blk: inhibitors of Vif-A3F interaction; Potency, µM (doses to about 46.1 µM), inactives show at the top dose activity, negative = active; HeLa A3F-eYFP + Vif (tagged APOBEC3F with the HIV-1 protein that degrades it), YFP fluorescence increase; 390,000 tested, 0.2% active; note: potency is the fitted concentration of half-maximal effect; % of control where 0% means no effect; nearly all actives have a fitted effect of over 65% in size
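HeLa cells stably expressing A3F-eYFP plus Vif, plated and incubated overnight at 37 deg C, then exposed to compounds overnight at 37 deg C. Blocked degradation read as raised yellow fluorescence (Ex 488/Em 500-530).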
* marks the source's active call; other numbers are inactive results; u = inconclusive; x = not tested or not shown; [ ] = dose if it differs, or a comment. Unless noted, calls come from the whole dose curve; as a rule, active = well fitted curve in the direction sought with a large enough effect; inconclusive = small, poorly fitted or top-dose-only effect, or another doubt; inactive = no such curve, though single readings can be large; an effect the other way counts as inactive or inconclusive. An excerpt; the hit share may differ from the screen's.

SMILES	RXFP1 agonist	USP1-UAF1 inh	TrxR1 substrate	Vif-A3G inh	mIDH1 inhibitor	PI4K2A block	LDHA inh	Glioma ERSR ind	Vif-APOBEC3F blk
CC(C)CCNC(=O)CN(CC1CCCO1)C(=O)CCC(=O)Nc1ccccn1 (stereo not drawn)	2.5%	0%	7%[57.1 µM]	1%	5%	5	-6	0%	-11%
O=C(O)c1ccc(Br)c(S(=O)(=O)N2CCCC2)c1	2.1%	-6%	15%	4%	1%	4	-17	2%	-6%
CC(C)(C)OC(=O)NCCCC[C@H](NC(=O)c1nc[nH]c1C(=O)N1CCc2ccccc2C1)C(=O)OC(C)(C)C	0.0%	u	-17%	0%	-1%	1	2	-4%	-1%
C[C@]1(CO)CCC[C@@]2(C)C1CC[C@@H](CO)[C@@H]2CCc1ccoc1 (stereo partly drawn)	-1.1%	-19%	2%	2%	1%	1	2	-3%	7%
CCOC(=O)C1CCN(S(=O)(=O)c2c(C)n[nH]c2C)CC1	0.8%	-19%	-2%	1%	0%	0	-2	-6%	x
CC1CC(C)(C)CC(=O)C1C(=O)c1ccccc1 (stereo not drawn)	3.6%	-30%	3%	-2%	-9%	-3	-5	-4%	-1%
Clc1ccc2nc(CSc3nnc(-c4c[nH]c5ccccc45)o3)cn2c1	x	-21%	-4%	-1%	8%	-5	0	-6%	1%
COC(=O)C1=C(C)NC(=S)NC1c1ccc(OCC(=O)N2CC(C)OC(C)C2)c(OC)c1 (stereo not drawn)	10%	-10%	-6%	-5%	6%	-2	-9	-2%	0%
CCN(c1ccc(OC)cc1)S(=O)(=O)c1ccc2c(c1)CC(C)N2C(=O)C1CC1 (stereo not drawn)	-0.6%	-29%	5%	-1%	0%	-2	-2	-1%	1%
COc1ccc(Cl)cc1NC(=S)NCCN1CCOCC1	-0.6%	-17%	-7%	5%	-6%	1	-6	-1%	10%
CCc1ccc(NC(=O)CSC2=C(C#N)C(c3ccc4c(c3)OCO4)CC(=O)N2)cc1 (stereo not drawn)	x	2%	-8%[57.1 µM]	-5%	1%	1	-1	-4%	0%
C[C@H]1CN([C@@H](C)CO)C(=O)c2cccc(NC(=O)Nc3ccc(F)cc3)c2O[C@@H]1CN(C)Cc1ccc(C(=O)O)cc1	x	-19%	2%[57.1 µM]	-2%	0%	-1	-1	-3%	0%
O=C(O)C1CC(=O)N(C2CCCCC2)C1c1ccccc1 (stereo not drawn)	0.7%	3%	0%	-5%	3%	-3	2	0%	2%
CCOC(=O)Cn1c(CCC(=O)O)ccc1-c1ccc(F)cc1	0.3%	-13%	21%	-1%	-7%	0	-4	-2%	3%
Cc1nc2ccccc2cc1C(=O)N/N=C/c1cccc([N+](=O)[O-])c1	1.6%	1%	1%[57.1 µM]	1%	7%	0	-5	-5%	3%
Cc1ccc(CN(CCO)CCO)cc1	-0.6%	-5%	-4%	2%	-14%	1	-11	-2%	-10%
O=C(CCN1C(=O)c2ccccc2C1=O)Nc1ccc(-c2nc3ccccc3s2)cc1	0.2%	-10%	4%	0%	8%	-2	-4	0%	-3%
O=C(COC(=O)c1ccccc1O)NCc1ccco1	x	-17%	9%	2%	0%	-6	1	-1%	-3%
CN1CCN(S(=O)(=O)c2cccc(C(=O)N(Cc3ccccc3)c3ccccc3)c2)CC1	x	-6%	-2%	0%	-1%	2	-8	-1%	-6%
C#CCOCCOCCOCCNc1nc(N2CCN(C(=O)[C@H]([C@@H](C)O)n3cc(CCCCN)nn3)CC2)nc(N2CCN(C(=O)[C@H](Cc3ccc(O)cc3)n3cc(CCO)nn3)CC2)n1	-0.9%	-27%	-5%	1%	-7%	-10	-5	-4%	-1%
COc1ccc(Nc2nc(NC(C)(C)C)nc(N3CCCC3)n2)c(OC)c1	1.9%	-2%	-7%	0%	2%	3	4	-3%	-8%
CCC(C)n1c(SCc2c(F)cccc2Cl)nc2ccsc2c1=O (stereo not drawn)	1.4%	u	6%[57.1 µM]	u	-12%	-3	-4	-4%	-26%
CC(=O)Nc1ccc(C)c(NC(=S)Nc2ccc(F)cc2)c1	-3.4%	-14%	-3%	1%	10%	0	-2	-2%	8%
CSC(=Nc1ccccc1)C(C#N)c1nc2ccccc2[nH]1 (stereo not drawn)	2.1%	-15%	-21%[57.1 µM]	-8%	4%	0	1	0%	-28%
COCCn1cc(C(=O)c2cc(Br)ccc2O)cc(C#N)c1=O	2.0%	-2%	-5%	-3%	5%	-5	5	-3%	-2%

The list goes on; the last three above are carried over.
SMILES	RXFP1 agonist	USP1-UAF1 inh	TrxR1 substrate	Vif-A3G inh	mIDH1 inhibitor	PI4K2A block	LDHA inh	Glioma ERSR ind	Vif-APOBEC3F blk
CC(=O)Nc1ccc(C)c(NC(=S)Nc2ccc(F)cc2)c1	-3.4%	-14%	-3%	1%	10%	0	-2	-2%	8%
CSC(=Nc1ccccc1)C(C#N)c1nc2ccccc2[nH]1 (stereo not drawn)	2.1%	-15%	-21%[57.1 µM]	-8%	4%	0	1	0%	-28%
COCCn1cc(C(=O)c2cc(Br)ccc2O)cc(C#N)c1=O	2.0%	-2%	-5%	-3%	5%	-5	5	-3%	-2%
COCCn1c(C)cc(O)c(C(c2ccc(C)cc2)N2CCCCC2)c1=O (stereo not drawn)	3.3%	2%	6%[57.1 µM]	-2%	8%	1	-1	-3%	-12%
CCc1ccc(C2c3[nH]c4ccccc4c3CCN2C(=O)CNC(N)=O)cc1 (stereo not drawn)	0.0%	u	-10%	-16%	-13%	-2	-8	-5%	-2%
CCC(C)NC(=O)COc1ccc(S(=O)(=O)N2CCOCC2)cc1 (stereo not drawn)	1.1%	-7%	11%	0%	-2%	-2	-6	-1%	-4%
CCn1cc(C(=O)N(C)c2ccc(OC)cc2OC)c2cc(OC)c(OC)cc2c1=O	0.0%	-18%	-1%	-1%	19%	-7	-2	-4%	-1%
O=C(NC1CCS(=O)(=O)C1)c1cccc(S(=O)(=O)N2CCOCC2)c1 (stereo not drawn)	1.6%	2%	7%	1%	7%	1	-5	-1%	-2%
COc1cc(/C=C/C(=O)OCC(=O)N2c3ccccc3NC(=O)C2(C)C)cc(OC)c1OC	2.7%	-18%	9%	-23%	19%	-3	3	-11%	-1%
COc1ccc(/C=N/NC(=O)c2ccoc2C)cc1O	-0.9%	-8%	-6%	-7%	8%	-13	-4	5%	6%
CCCCOC(=O)c1ccc(-n2nnc3c(sc4nc(C)cc(C)c43)c2=O)cc1	-1.2%	-13%	-2%	-1%	18%	7	-1	-2%	2%
CN(c1ccccc1C(=O)Nc1ccc2c(c1)OCCO2)S(C)(=O)=O	0.6%	-9%	-10%	1%	-2%	4	-7	-2%	-3%
O=C(NC1CC1)c1ccc(-c2cnc3cccnn23)cc1	x	x	x	2%	x	-10	-1	-3%	x
O=C(C1CCCO1)N1CCN(C(c2ccccc2)c2ccccc2)CC1 (stereo not drawn)	-0.2%	-12%	-4%	0%	0%	1	2	-4%	-12%
Cc1nn2c(C)c(C(=O)NCc3ccc(OC(C)C)cc3)cnc2c1-c1ccc(F)cc1	-0.3%	8%	-1%[57.1 µM]	-1%	0%	-2	-7	-3%	-2%
Cc1ccc([C@H]2C[C@H](n3cc(C4CC4)nn3)[C@@H](O)CN2C(=O)C2CCCCC2)cc1	x	-24%	x	-1%	7%	0	-12	-3%	-2%
CC[n+]1ccccc1/C=C/Nc1ccccc1	0.7%	-6%	-15%	-1%	-3%	-3	-9	-5%	9%

Quoted at random: 5 records from the list.
SMILES	RXFP1 agonist	USP1-UAF1 inh	TrxR1 substrate	Vif-A3G inh	mIDH1 inhibitor	PI4K2A block	LDHA inh	Glioma ERSR ind	Vif-APOBEC3F blk
CCCCOC(=O)c1ccc(-n2nnc3c(sc4nc(C)cc(C)c43)c2=O)cc1	-1.2%	-13%	-2%	-1%	18%	7	-1	-2%	2%
CCc1ccc(C2c3[nH]c4ccccc4c3CCN2C(=O)CNC(N)=O)cc1 (stereo not drawn)	0.0%	u	-10%	-16%	-13%	-2	-8	-5%	-2%
Cc1nn2c(C)c(C(=O)NCc3ccc(OC(C)C)cc3)cnc2c1-c1ccc(F)cc1	-0.3%	8%	-1%[57.1 µM]	-1%	0%	-2	-7	-3%	-2%
O=C(NC1CCS(=O)(=O)C1)c1cccc(S(=O)(=O)N2CCOCC2)c1 (stereo not drawn)	1.6%	2%	7%	1%	7%	1	-5	-1%	-2%
COCCn1c(C)cc(O)c(C(c2ccc(C)cc2)N2CCCCC2)c1=O (stereo not drawn)	3.3%	2%	6%[57.1 µM]	-2%	8%	1	-1	-3%	-12%
